NS3 helicase inh: inhibitors of HCV NS3 helicase, primary screen, biochemical, Cy5 molecular beacon fluorescence; Hepatitis C virus NS3 helicase; NS3 helicase DNA unwinding; inhibition, % at 10.9 µM; hit rate 0.56% among 290,000; AID 1800, 2009;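 active = inhibition above the mean of all tested compounds plus 3 SD, set per campaign, cut at about 35% in these data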;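 note: 0% = DMSO wells and 100% = thioflavine S control wells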
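Test system: hepatitis C virus NS3 helicase domain fragment enzyme. Also added: annealed dual-labelled DNA beacon duplex, ATP-started. Timing: 60 min unwinding reaction at 25 °C after ATP addition. Technique: Cy5 fluorescence. Measure: % inhibition of unwinding.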
FID counter: compounds displacing fluorescent DNA intercalator, primary screen, artefact control for HCV NS3 helicase inhibitor project, biochemical, FID fluorescence | hit rate 0.17% among 290,000 | AID 1845, 2009 | DNA fluorescent intercalator displacement | inhibition, % at 7.9 µM; in the data active = inhibition above about 37%;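 note: 0% = vehicle and 100% = reference compound; higher means more ethidium bromide displaced from hairpin DNA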
OXTR agonist: human OXTR agonists, primary screen, fluorescence, CHO-OTR cells, Fluo-8 calcium | AID 2435, 2010 | hit rate 0.32% among 320,000 | activation, % at 3 µM | Fluo-8 calcium fluorescence; normalized: DMSO 0%, oxytocin 100% | Oxytocin receptor (Homo sapiens), P30559;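 active = activation above the mean of all tested compounds plus 3 SD, cutoff set per screening run, cut at about 20% in these data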;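 note: peak over basal fluorescence ratio from a 100 s FLIPR kinetic read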
GalR3 antagonist: GalR3 antagonists in HEK293 cells, primary screen, cell-based, fluorescence readout; Galanin receptor type 3 (Homo sapiens), O60755; hit rate 0.44% among 360,000; HEK293 GalR3-CNG cAMP membrane potential fluorescence; galR3 body fused to GalR1 C-terminus; inhibition, % at 3 µM;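 active = inhibition above the screen-wide average plus 3 SD, cut at about 13% in these data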;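 note: forskolin and galanin both at EC90 stimulate the cells; cAMP rise reported by CNG channel membrane potential dye signal; 0% = forskolin plus galanin with DMSO and 100% = forskolin alone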
IMP-1 inhibitor: IMP-1 metallo-beta-lactamase inhibitors, primary screen, biochemical, epi-absorbance readout, Pseudomonas aeruginosa enzyme | hit rate 0.45% among 290,000 | inhibition, % at 5.6 µM | AID 1556, 2009 | metallo-beta-lactamase IMP-1 (Pseudomonas aeruginosa) | purified IMP-1, nitrocefin hydrolysis, epi-absorbance fluorescence;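 active = inhibition above the mean plus 3 SD of all compounds in the same screening run, cut at about 4.5% in these data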;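 note: 0% = IMP-1 with DMSO and 100% = DMSO wells lacking enzyme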
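System: purified IMP-1 / Input: IMP-1 dispensed at 0.2 nM / Medium: 50 mM HEPES pH 7.1, 50 µM ZnSO4, 0.05% Brij 35 / Timing: 15 min enzyme–compound preincubation, then 25 min nitrocefin reaction, 25 °C / Technique: plate fluorescence quenching by hydrolysis product, ex 480/em 530 nm / Repeats: singlicate testing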
VIM-2 inhibitor: VIM-2 metallo-beta-lactamase inhibitors, primary screen, biochemical, epi-absorbance readout, Pseudomonas aeruginosa enzyme | inhibition, % at 5.6 µM | purified VIM-2, nitrocefin hydrolysis, epi-absorbance fluorescence | hit rate 0.89% among 290,000 | AID 1527, 2009;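 active = inhibition above the mean of all tested compounds plus 3 SD, cutoff set per screening run, cut at about 7.5% in these data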;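 note: red hydrolysis product quenches plate fluorescence so inhibitors raise well fluorescence; 0% = enzyme with DMSO and 100% = DMSO without enzyme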
GPR7 antagonist: GPR7 receptor antagonists, primary screen, cell-based, fluorescence, single concentration. inhibition, % at 4.4 µM. hit rate 1.1% among 290,000. GPR7-expressing cells, fluorescence antagonist assay. Neuropeptides B/W receptor type 1 (Homo sapiens), P48145; in the data active = inhibition above about 16%, passing the limit was not always enough;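 note: cells stimulated with the agonist NPW; 0% = agonist with vehicle and 100% = vehicle without agonist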
Target sequence (P48145 whole entry, looked up): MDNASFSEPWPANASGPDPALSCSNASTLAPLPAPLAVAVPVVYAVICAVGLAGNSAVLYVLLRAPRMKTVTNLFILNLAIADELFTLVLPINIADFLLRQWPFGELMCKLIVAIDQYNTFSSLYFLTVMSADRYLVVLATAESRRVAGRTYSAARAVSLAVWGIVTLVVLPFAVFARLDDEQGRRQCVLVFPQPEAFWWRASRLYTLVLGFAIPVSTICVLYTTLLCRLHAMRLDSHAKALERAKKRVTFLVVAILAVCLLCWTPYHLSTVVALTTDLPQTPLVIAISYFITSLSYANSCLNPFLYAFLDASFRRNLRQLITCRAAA
PHOSPHO1 inh: PubChem AID 1565; Phosphoethanolamine/phosphocholine phosphatase (Homo sapiens), Q8TCT1; recombinant PHOSPHO1, absorbance phosphatase assay; inhibition, % at 13.3 µM; hit rate 1.1% among 290,000; in the data active = inhibition above about 60%
Target sequence (Q8TCT1 whole entry, looked up): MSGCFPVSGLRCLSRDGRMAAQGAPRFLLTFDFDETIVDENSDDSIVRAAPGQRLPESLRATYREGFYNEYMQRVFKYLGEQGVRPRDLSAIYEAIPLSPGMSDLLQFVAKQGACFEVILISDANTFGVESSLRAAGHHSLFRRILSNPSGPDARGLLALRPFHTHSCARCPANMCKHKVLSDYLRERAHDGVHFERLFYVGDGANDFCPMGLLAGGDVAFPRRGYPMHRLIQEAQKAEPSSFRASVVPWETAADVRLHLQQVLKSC
V1aR counter: agonists of human V1a receptor, primary screen, counter-screen for OXTR agonist project, fluorescence, CHO-V1R cells | hit rate 0.25% among 320,000 | activation, % at 3 µM | Vasopressin V1a receptor (Homo sapiens), P37288 | Fluo-8 calcium fluorescence, agonist mode; 0% DMSO, 100% 3 nM vasopressin;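 active = activation above the mean activation of all tested compounds plus 3 SD, per screening run, cut at about 20% in these data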;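 note: signal is peak over basal fluorescence ratio across a 100 second FLIPR read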
Target sequence (P37288 whole entry, looked up): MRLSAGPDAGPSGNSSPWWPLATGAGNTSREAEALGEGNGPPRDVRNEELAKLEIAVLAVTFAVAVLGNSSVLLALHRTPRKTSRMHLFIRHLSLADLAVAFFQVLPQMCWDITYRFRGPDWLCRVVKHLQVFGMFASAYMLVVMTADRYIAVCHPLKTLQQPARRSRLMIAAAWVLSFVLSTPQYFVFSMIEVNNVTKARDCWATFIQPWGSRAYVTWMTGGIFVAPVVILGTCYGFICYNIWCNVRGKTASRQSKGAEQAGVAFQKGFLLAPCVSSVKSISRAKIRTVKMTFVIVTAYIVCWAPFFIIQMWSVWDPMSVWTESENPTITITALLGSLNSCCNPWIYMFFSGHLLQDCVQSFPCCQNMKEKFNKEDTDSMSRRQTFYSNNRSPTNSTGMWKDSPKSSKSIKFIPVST
Starred values were filed as active, the others as inactive; . = no result given.

SMILES	NS3 helicase inh	FID counter	OXTR agonist	GalR3 antagonist	IMP-1 inhibitor	VIM-2 inhibitor	GPR7 antagonist	PHOSPHO1 inh	V1aR counter
O=S(=O)(c1ccccc1)c1nc(-c2ccco2)oc1N1CCCCCC1	0	-14	-2.8	-2	1.6	-0.4	-4	-20	-1.1
CCOC(=O)NC(=O)CSc1nnc(SCCC(=O)O)s1	7	-2	0.2	4	-1.7	-1.0	-15	-4	0.7
CCOC(=O)c1c(NC(=O)CSc2nnc(-c3c[nH]c4ccccc34)n2CCOC)sc2c1CCCC2	6	-10	-0.1	.	0.8	3.2	1	-16	0.1
Cc1cc(C)c(S(=O)(=O)N2CCN(C(=O)CN3C(=O)NC4(CCCC4)C3=O)CC2)c(C)c1	-4	-49	-0.1	-2	-1.6	0.3	-8	8	1.0
Cc1ccc(NC(=O)COC(=O)Cn2cnc3c2c(=O)n(C)c(=O)n3C)c(Cl)c1	2	13	4.8	-3	-0.1	-1.3	-3	10	3.6
CCOc1ccc(-c2cc(N)n(S(=O)(=O)c3cccc4nsnc34)n2)cc1	2	-5	-2.2	-2	-4.1	-0.9	-8	23	-1.8
COc1ccc(NC(=O)C2CCCN(c3nn4c(=O)cc(C)nc4s3)C2)cc1 (stereo unspecified)	3	-17	-0.8	.	-4.0	-2.6	-3	18	0.3
CC(Sc1ccc2c(c1)OCCO2)C(=O)Nc1ccc2c(c1)OCO2 (stereo unspecified)	3	-11	0.1	-5	-4.0	-2.8	-13	-1	2.5
COc1cc(C(=S)N2CCOCC2)cc(OC)c1O	13	2	-0.1	-5	0.0	3.3	21	42	0.3
CCn1c(=O)c(=O)[nH]c2cc(C(=O)NCc3ccc(F)cc3)ccc21	7	-6	0.3	5	-2.6	-1.1	-6	40	1.3
CC1CCCCC1NC(=O)CCn1c(=O)oc2ccccc21 (stereo unspecified)	1	-9	0.1	-9	-0.5	-2.2	3	-12	0.8
CC(=O)N(C)c1ccc(NC(=O)N2CCOCC2)cc1	4	-3	0.1	-4	-0.9	-0.2	8	8	1.0
O=C(NCCCN1CCCC1=O)C(=O)NCC1OCCN1S(=O)(=O)c1ccc(Br)cc1 (stereo unspecified)	0	-28	0.2	-3	-3.4	-1.9	-8	20	-0.4
CC(C)c1nnc(NC(=O)CCC(=O)N2CCN(c3cccc(Cl)c3)CC2)s1	8	-63	-0.1	0	-2.3	1.0	12	-4	0.0
CNS(=O)(=O)c1cccc(C(=O)OCCCOC(=O)c2cccc(S(=O)(=O)NC)c2)c1	3	-37	.	4	-1.3	-1.6	-1	15	.
CSc1cccc(NC(=O)/C=C/c2cccc(Cl)c2)c1	-7	-4	-1.1	-7	-0.8	-2.7	-1	-12	0.3
CN(C(=O)COC(=O)c1ccc(S(=O)(=O)N2CCOCC2)cc1)C1CCCCC1	-10	-23	0.9	-5	-2.3	-3.5	4	27	1.1
C=CCC(C=C)[N+]1(CC(=O)OC)CCCCC1 (stereo unspecified)	8	2	-0.3	-6	0.1	3.5	9	1	-0.4
CCOc1ccc(-n2nc3c(=O)n(CCN4CCCCC4)nc(C)c3c2C)cc1	-6	-2	-0.8	3	-3.5	-4.9	-12	-11	0.7
O=C(OCC(=O)N1CCCC1)c1c(Cl)ccc(Cl)c1Cl	1	-12	-0.7	-7	-2.8	-5.7	-7	35	-0.2
CCOc1ccc(CCNC(=O)c2ccc(C)c(N3CCCC3=O)c2)cc1OCC	-18	-36	-0.5	-4	-0.8	0.5	-10	11	-0.1
CCCNC(=O)c1ccc(N(Cc2ccccc2)S(C)(=O)=O)cc1	5	-8	1.8	-5	-2.7	-2.8	1	7	1.3
Nc1cc(-c2ccc(Br)cc2)[nH]n1	-7	-3	-0.6	-4	-4.2	-3.6	-3	5	0.4
Cc1cccc(NC(=S)N(c2ccccc2)C(C)C)c1C	-1	2	-0.5	-2	-0.7	-2.2	-7	1	0.6
CCOC(=O)c1ccc(N2C(=O)c3n[nH]c(C)c3C2c2ccco2)cc1 (stereo unspecified)	-9	-22	-0.9	-1	-0.6	-1.2	-14	11	0.7
C/C(=N\Nc1ccccc1)c1c(O)cc(C)oc1=O	-5	-6	-0.1	7	-1.4	0.3	-3	4	3.3
CCOc1ncccc1C(=O)Nc1ccc(OC)c(S(=O)(=O)N2CCCCC2)c1	10	-5	0.9	4	-4.1	-3.8	-2	20	0.4
Cc1cccc(CSc2nncc(=O)[nH]2)c1	-8	8	-0.3	1	-3.5	-1.3	-15	-10	-0.9
Cc1cc(O)cc2c1C(=O)/C(=C/c1ccco1)O2	15	4	5.3	-2	-1.1	-0.7	7	11	6.5
O=C(CN1C(=O)CC(c2ccco2)Sc2ccccc21)NCc1ccc2c(c1)OCO2 (stereo unspecified)	-7	-29	0.0	.	0.0	-1.2	-7	-4	0.9
CSCCC1NC2(C(=O)Nc3c(C)cc(Cl)cc32)[C@@H]2C(=O)N(C3CCCC3)C(=O)[C@H]12 (stereo partly specified)	2	-33	1.8	-6	-3.5	-5.7	-8	11	0.7
C=CCn1c(COc2cccc3ccc(C)nc23)nnc1SCC(=O)O	1	-25	0.4	-3	-0.2	0.3	-7	8	0.9
COc1cc(Br)c(CCNC(=O)Cc2ccccc2)cc1OC	5	-10	-0.5	-7	-1.9	-1.9	0	-7	-0.9
O=C(CSC(=S)N1CCOCC1)c1cc2ccccc2oc1=O	9	-13	1.6	.	-1.4	-1.0	5	9	3.5
Cc1c(Cl)cccc1NC(=S)N1CCC(C(N)=O)(N2CCCCC2)CC1	-2	0	1.1	-5	-1.8	-0.8	-15	-5	0.7
C=CCNC(=O)CSc1n[nH]c(-c2cc(Cl)ccc2OC)n1	-1	0	-0.7	1	-3.5	-4.5	-11	37	-0.3
CC(OC(=O)CCN1C(=O)c2cccc([N+](=O)[O-])c2C1=O)C(=O)Nc1cc(Cl)cc(Cl)c1 (stereo unspecified)	5	-10	-1.5	-1	-2.5	-3.6	-2	6	-1.2
Cc1cccc(Nc2nnc(SCC(=O)NCc3cccs3)s2)c1C	-6	-24	-2.0	0	-1.5	5.7	-4	2	2.2
Cc1ccc(NC(=O)CN2C(=O)NC3(CCCc4ccccc43)C2=O)c([N+](=O)[O-])c1 (stereo unspecified)	7	-16	0.0	-2	2.1	2.8	9	-1	2.1
CCc1ccccc1NC(=O)CSc1nnc(-c2cc(C)[nH]n2)n1N	-2	-5	-0.1	4	-3.4	-3.1	-13	49	0.7
CCOC(=O)C1(CCc2ccccc2)CCN(C(=O)c2ccoc2)CC1	12	-29	-1.2	-1	-1.7	-1.0	4	1	-0.3
COc1ccc(C(=O)CCC(=O)N2CCN(c3ccc([N+](=O)[O-])cc3)CC2)cc1	-1	-16	4.0	-1	-0.1	1.4	9	32	5.7
COc1ccc(F)c(CN2CCC(n3nccc3NC(=O)C3CCOC3)CC2)c1 (stereo unspecified)	-7	0	1.6	1	-3.6	-2.8	-2	33	0.9
C[C@H](NC(=O)N1CCC(Cc2ccccc2)CC1)C(=O)O	3	-10	0.1	-11	-2.7	-3.2	-6	.	0.1
Cc1cc(NC(=O)c2ccoc2C)no1	7	-3	1.1	-2	-3.8	-2.9	-18	13	0.8

Ordered by the number under IMP-1 inhibitor (falling): 3 from the list above
Molecule	NS3 helicase inh	GalR3 antagonist	IMP-1 inhibitor	VIM-2 inhibitor	GPR7 antagonist	PHOSPHO1 inh
O=C(CN1C(=O)CC(c2ccco2)Sc2ccccc21)NCc1ccc2c(c1)OCO2 (stereo unspecified)	-7	.	0.0	-1.2	-7	-4
C=CCn1c(COc2cccc3ccc(C)nc23)nnc1SCC(=O)O	1	-3	-0.2	0.3	-7	8
COc1cc(Br)c(CCNC(=O)Cc2ccccc2)cc1OC	5	-7	-1.9	-1.9	0	-7

The listing continues:
SMILES	NS3 helicase inh	FID counter	OXTR agonist	GalR3 antagonist	IMP-1 inhibitor	VIM-2 inhibitor	GPR7 antagonist	PHOSPHO1 inh	V1aR counter
CCCN1C(=O)c2cc(C(=O)NCCc3cccc(C)c3)ccc2C1O (stereo unspecified)	0	-15	-0.1	4	-1.7	-0.9	9	-1	0.5
CC1CCN(c2nc3nonc3nc2Nc2ccc(F)cc2)CC1	-5	-6	-2.4	-1	-4.4	-0.1	-2	19	3.7
N#CCc1nn(-c2ccc(F)cc2)c(N)c1C#N	-7	-1	0.7	-2	-3.8	0.8	4	17	0.9
CCCc1cc(=O)[nH]c(NCCc2ccccc2)n1	0	-13	-1.0	-3	-2.9	-3.0	-8	51	-0.6
Cc1ccc(C(=O)CC2C(=O)N(c3ccccc3)C(=S)N2c2ccccc2)cc1 (stereo unspecified)	-7	-16	1.1	-3	0.1	-2.6	-3	-9	1.5
O=C(CCn1c(=O)c2sccc2n(CC(=O)OCc2ccccc2)c1=O)NCc1ccccc1	-4	0	-0.8	-1	-1.1	-3.2	2	-8	-0.3
O=C(CN1CCN(Cc2ccccc2)C1=O)NCc1ccc(Cl)cc1	2	-19	-0.8	0	-0.6	-0.8	-4	12	0.6
COc1ccnc(NCc2cccc(C(F)(F)F)c2)c1C#N	-9	-1	-1.5	-1	-0.6	0.5	-15	21	-1.2
CCOc1ccc(NC(=O)CCNC(=O)Cn2ccc3ccccc3c2=O)cc1	5	-16	-1.4	.	-1.9	0.4	-6	23	-0.3
O=C(NNc1nccc(C(F)(F)F)n1)Nc1cccc(Cl)c1	2	-4	-0.8	.	0.9	-1.8	1	.	0.4
Cn1nc(CC(=O)Nc2cccc3ncccc23)c2ccccc2c1=O	3	2	3.5	-2	-3.5	-1.6	-8	-12	6.6
Nc1nc2c(C(=O)N3CCOCC3)nnn2c2ccccc12	-2	-2	-0.6	-5	-0.5	1.6	7	21	0.4
COc1cc(OC)cc(C(=O)NCCCN2CCOCC2)c1	0	-12	-0.3	2	1.9	-6.0	-11	-2	1.0
Cn1ccnc1C(=O)c1cc(SCC(=O)N2CCOCC2)nc2ccccc12	-7	-21	1.3	0	-0.5	1.1	-6	44	0.1
CCN(CCn1cccn1)C(=O)c1ccc(OC2CCN(C(=O)COC)CC2)cc1	8	-20	0.5	2	-5.6	-3.4	-10	41	-1.2
O=C(CCC(=O)Nc1ccc(Cl)cc1Cl)N/N=C/c1ccc([N+](=O)[O-])o1	8	3	-1.7	-6	-2.3	-1.7	-5	-6	0.2

An excerpt of these results, with values under each structure:
Results follow in this order: NS3 helicase inh	FID counter	OXTR agonist	GalR3 antagonist	IMP-1 inhibitor	VIM-2 inhibitor	GPR7 antagonist	PHOSPHO1 inh	V1aR counter
Cn1ccnc1C(=O)c1cc(SCC(=O)N2CCOCC2)nc2ccccc12
→ -7	-21	1.3	0	-0.5	1.1	-6	44	0.1
CCN(CCn1cccn1)C(=O)c1ccc(OC2CCN(C(=O)COC)CC2)cc1
→ 8	-20	0.5	2	-5.6	-3.4	-10	41	-1.2
